# Source: PubChem BioAssay
# K1F lysis inhibition – inhibition of K1F phage lysis, E. coli UTI89, bacterial capsule biogenesis inhibitors, alamar blue (AID 488966); E. coli UTI89 K1F phage lysis, alamar blue, 2 h; higher % means a stronger effect; inhibition, % at 100 µM; hits with a dose series show IC50 in µM; hit rate 0.02% among 340,000;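 active means phage lysis inhibition, versus mean bacterial control, above a set limit; inconclusive means no clear call, values can overlap the other calls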;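 further: capsule biogenesis inhibitors block K1F phage lysis so surviving cells raise fluorescence; higher fluorescence means more inhibition of phage lysis; actives were called in the ten point dose series up to 300 µM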
# RSV antiviral HEp-2 – inhibition of RSV-induced cytopathic effect – HEp-2 cells, primary 10 µM value included (AID 2391). HEp-2 cells, RSV-induced CPE inhibition; higher % means a stronger effect. CPE inhibition, % at 10 µM; hits with a dose series show IC50 in µM. hit rate 0.13% among 310,000; in the data active means a potency from the dose series; inconclusive means CPE inhibition mostly from about 23% at the one dose, without a potency; inactive means the rest, 99 in 100 with CPE inhibition below about 21%; further: strong numbers were not always called active
# Yfh1-off respiration – mitochondrial function rescue without frataxin homolog – Friedreich's ataxia, plus single-dose screen, dose response (AID 1465) | S. cerevisiae Yfh1-off respiration, WST-1 reduction, 72 h; higher fold induction means a stronger effect | one-dose fold induction at 50 µM; EC50 in µM for titrated hits | hit rate 0.074% among 220,000;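 active means fold induction of absorbance versus untreated yeast above a set limit, then at least 30% activation at any dose in follow-up; inconclusive means repeats straddling the limit, or above it without dose testing; inactive means fold induction below the set limit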;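 further: activators that raise dye reduction in frataxin-depleted yeast; strong numbers were not always called active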
# ER stress rescue – protection against thapsigargin-triggered cell killing – 384-well, CSM14.1, ATP luminescence, primary screen (AID 1222). CSM14.1 thapsigargin-induced death rescue, ATP luminescence; higher % means a stronger effect. cellular ATP content (survival), % at 20 µM; hits with a dose series show EC50 in µM. 190,000 tested, under 10 active;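 active means EC50 below 50 µM in the dose-response confirmation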;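 further: death triggered by thapsigargin at about 15 µM added after 2 h compound pretreatment; cell ATP read after overnight thapsigargin exposure of roughly 18 to 22 hours; normalized against plate controls of thapsigargin alone and 5% DMSO vehicle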
# WT yeast gro inh – growth inhibition of WT yeast, mitochondrial fusion screen. AID 1362. mitochondrial fusion phenotypic screen, WT strain. hit rate 2.1% among 190,000. inhibition, % at 10 µM; in the data active means inhibition above about 58%; tested in S. cerevisiae
# XIAP displacement – XIAP antagonists, biochemical, IAP family, fluorescence polarization (AID 1018); XIAP BIR domain, fluorescence polarization peptide displacement; higher % means a stronger effect; hit rate 0.007% among 200,000; displacement, % at 20 µM, or IC50 in µM where a hit was titrated; in the data active means displacement above about 50%; further: a part of the inactive calls stands beside numbers as strong as those of hits
# SV40 large T antigen – TAg ATPase/helicase activity blockers – biochemical (AID 1903). SV40 large T antigen ATPase/helicase inhibition assay; higher % means a stronger effect. inhibition, % at 20 µM; hits with a dose series show IC50 in µM. hit rate 0.39% among 310,000; in the data active means a potency from the dose series; inconclusive means inhibition mostly from about 32% at the one dose, without a potency; inactive means the rest, 99 in 100 with inhibition below about 32%; further: strong numbers were not always called active
# Dengue-2 NS5 capping – flavivirus cap methylation enzyme inhibition – biochemical, confirmation dose response, primary screen (AID 588689). hit rate 0.3% among 340,000. Dengue-2 NS5 methyltransferase capping enzyme assay, biochemical; higher % means a stronger effect. inhibition, % at 25 µM, or IC50 in µM where a hit was titrated; in the data active means a potency from the dose series; inconclusive means inhibition above about 29% without an active follow-up result
# West Nile virus CPE – West Nile virus antiviral activity, cell-based, CPE readout (AID 1621); CPE inhibition, % at 10 µM; hits with a dose series show IC50 in µM; hit rate 0.02% among 290,000; West Nile virus-infected cells, CPE inhibition; higher % means a stronger effect; in the data active means a potency from the dose series; inconclusive means CPE inhibition mostly from about 3.7% at the one dose, without a potency; inactive means the rest, 99 in 100 with CPE inhibition below about 2.2%; further: strong numbers were not always called active
# WT yeast gro inh mutant strain – recorded beside WT yeast gro inh, whose call it bears; inhibition, %; mitochondrial fusion phenotypic screen, mutant strain inhibition
# * marks the source's active call; other numbers are inactive results; i = inactive; ? = inconclusive; / = not tested or not shown; [ ] = dose if it differs, or a comment. Compounds were not picked by outcome; 2.2% or so of the library scored in one or more.
# Values run as follows: K1F lysis inhibition	RSV antiviral HEp-2	Yfh1-off respiration	ER stress rescue	WT yeast gro inh	WT yeast gro inh mutant strain	XIAP displacement	SV40 large T antigen	Dengue-2 NS5 capping	West Nile virus CPE
- COCCN(C(=O)CNC(=O)c1ccco1)C(C(=O)NC1CCCC1)c1ccc(F)cc1 (stereo not drawn)
→ 0.1%	0.4%	/	/	/	/	/	8%	1%	-0.2%
- CC(=O)OCCc1c(C)nc2nc[nH]n2c1=O
→ 4.1%	4.9%	i	2.3%	-13	-21	-4.1%	-2%	3%	-0.1%
- O=C(CN1C(=O)/C(=C/c2ccccc2)Sc2ccccc21)NCCCN1CCOCC1
→ 0.3%	-0.6%	/	/	/	/	/	-2%	-5%	0.2%
- COC(=O)c1[nH]c2ccc(C)cc2c1NC(=O)Nc1ccc(OC)cc1
→ 0.0%	0.4%	i	-3.6%	-12	-9	-2.8%	14%	0%	0.2%
- Nc1ncc(Br)cc1N=Cc1ccccc1
→ 0.7%	0.5%	i	-2.5%	-7	0	-3.7%	9%	-2%	-0.4%
- COc1ccc(CC(=O)NNC(=O)c2nn(Cc3ccccc3)c(=O)c3ccccc23)cc1OC
→ 0.0%	1.1%	i	/	/	/	/	-2%	-2%	-0.5%
- CC(=O)Nc1cccc(NC(=O)c2cc(-c3cccnc3)nc3ccc(Br)cc23)c1
→ 0.0%	0.0%	i	-2.2%	2	-20	-2.8%	1%	8%	-0.2%
- COc1cccc(-c2nnc(SCC(=O)Nc3cc(C)on3)o2)c1
→ 0.0%	0.7%	i	1.5%	15	-8	-2.2%	10%	0%	-0.2%
- COc1ccc(/C=C2\SC(=O)N(CCC(=O)NC3CCS(=O)(=O)C3)C2=O)cc1 (stereo not drawn)
→ 0.1%	4.9%	/	/	/	/	/	10%	5%	-0.7%
- C/C(=N\NC(N)=S)c1cccnc1
→ 1.1%	2.7%	i	/	/	/	/	0%	1%	0.0%
- O=C(Nc1ccccc1)N1CCC(n2c(=O)[nH]c3ccccc32)CC1
→ 7.0%	1.8%	i	1.8%	8	4	-4.2%	5%	0%	-0.2%
- Cc1n[nH]c(C)c1-c1nc2ccccc2[nH]1
→ -0.7%	0.3%	i	-1.9%	-14	-34	-2.7%	3%	-6%	0.8%
- COc1cccc(/C=N/Nc2ncnc(Cl)c2N)c1O
→ -12%	-1.0%	i	0.7%	55	78	-2.6%	22%	-3%	?
- COCCNC(=S)Nc1ccc2nsnc2c1
→ 0.3%	1.6%	i	-1.5%	1	-16	-9.1%	-3%	8%	-0.3%
- CC(NS(=O)(=O)c1cccc(S(=O)(=O)c2ccccc2)c1)C(=O)O (stereo not drawn)
→ 0.5%	1.2%	i	-7.2%	-2	-4	-7.3%	4%	3%	-0.1%
- O=C(Nc1nc(-c2ccc(F)c(F)c2)cs1)c1cnccn1
→ 0.0%	-1.2%	i	/	/	/	/	16%	-8%	1.3%
- Cc1ccc2c(NC(=O)C3CC3)c(C)ccc2n1
→ /	/	i	0.2%	13	-4	-2.2%	13%	/	0.4%
- COCC(=O)Nc1nnc(SCC(=O)N2CCCCC2)s1
→ 0.3%	1.3%	/	/	/	/	/	11%	-7%	-0.3%
- CCCc1nn2c(=O)cc(COc3ccc(NC(=O)c4ccco4)cc3)nc2s1
→ 0.3%	0.2%	/	/	/	/	/	/	-1%	-0.6%
- COCCOC(=O)C1=C(C)NC(=O)NC1/C=C/c1ccccc1 (stereo not drawn)
→ 0.3%	1.6%	i	0.5%	-7	10	-24%	19%	-3%	-0.1%
- CCC(Sc1nnnn1C)C(=O)Nc1ccc(C(C)=O)cc1 (stereo not drawn)
→ -0.1%	-0.8%	i	3.0%	5	11	-3.7%	2%	-8%	0.0%
- Clc1ccc(-c2nnc(-c3ccccc3)o2)c(Cl)c1
→ 0.5%	?	i	-2.3%	-1	-5	-16%	10%	2%	0.4%
- CCC(=O)N1CCc2cc(Br)cc(S(=O)(=O)CCC(=O)NCC3CCCO3)c21 (stereo not drawn)
→ 0.0%	1.6%	/	-0.2%	0	-13	-2.5%	12%	-13%	/
- Nn1c(SCC(=O)Nc2ccc3c(c2)OCCO3)nnc1-c1ccncc1
→ 0.6%[50 µM]	1.1%	/	/	/	/	/	9%	-3%	-0.2%
- O=C(Nc1nccs1)C1CCN(S(=O)(=O)c2cnc[nH]2)CC1
→ 2.4%	-0.4%	i	-2.4%	1	-3	-4.0%	-3%	-2%	0.2%
- CCN(CC)CC(=O)Nc1ccc(/C(C)=N/NC2=NCCN2)cc1
→ -0.3%	-1.1%	i	-3.0%	-37	-8	-5.6%	5%	5%	-0.4%
- N=C1/C(=C\c2ccc(OC(=O)c3ccccc3Cl)cc2)C(=O)N=C2SC(N3CCOCC3)=NN12
→ ?	1.6%	/	/	/	/	/	15%	35%	0.1%
- CCc1nc(SCC(=O)N2CCN(C(=O)c3ccco3)CC2)c2c3c(sc2n1)CCCC3
→ 0.7%	2.5%	i	2.2%	25	3	-5.5%	3%	4%	1.9%
- COc1ccc(CCNc2cc(N3CCN(C(=O)c4ccccc4OC)CC3)ccc2[N+](=O)[O-])cc1OC
→ 0.0%	4.8%	/	/	/	/	/	1%	3%	/
- COc1ccc(C(C)(C)C)cc1NC(=O)COC(=O)c1ncc(Cl)c(Cl)c1Cl
→ -0.2%	4.0%	i	0.0%	27	10	-4.9%	1%	3%	0.7%

# No new results follow: 3 of the compounds above.
# Values run as follows: K1F lysis inhibition	RSV antiviral HEp-2	Yfh1-off respiration	ER stress rescue	WT yeast gro inh	WT yeast gro inh mutant strain	XIAP displacement	SV40 large T antigen	Dengue-2 NS5 capping	West Nile virus CPE
- COCCN(C(=O)CNC(=O)c1ccco1)C(C(=O)NC1CCCC1)c1ccc(F)cc1 (stereo not drawn)
→ 0.1%	0.4%	/	/	/	/	/	8%	1%	-0.2%
- CC(=O)OCCc1c(C)nc2nc[nH]n2c1=O
→ 4.1%	4.9%	i	2.3%	-13	-21	-4.1%	-2%	3%	-0.1%
- O=C(CN1C(=O)/C(=C/c2ccccc2)Sc2ccccc21)NCCCN1CCOCC1
→ 0.3%	-0.6%	/	/	/	/	/	-2%	-5%	0.2%

# (more compounds)
# Values run as follows: K1F lysis inhibition	RSV antiviral HEp-2	Yfh1-off respiration	ER stress rescue	WT yeast gro inh	WT yeast gro inh mutant strain	XIAP displacement	SV40 large T antigen	Dengue-2 NS5 capping	West Nile virus CPE
- CCOC(=O)N1CCN(S(=O)(=O)c2cc(Cl)ccc2Cl)CC1
→ -0.1%	2.3%	i	7.0%	-9	10	-2.1%	-16%	-4%	-0.1%
- COc1ccc2[nH]c(=O)c(CN(Cc3ccc(C)cc3)Cc3nnnn3CC3CCCO3)cc2c1 (stereo not drawn)
→ 0.3%	-0.1%	i	-3.6%	-3	1	0.7%	13%	3%	-0.2%
- O=c1c2ccccc2nnn1CSc1ccc2ccccc2n1
→ 6.0%	8.3%	i	1.9%	2	-15	-4.9%	8%	2%	-0.7%
- COCCn1c(N)c(C#N)c2nc3ccccc3nc21
→ 1.0%	1.2%	i	0.9%	-5	-3	0.9%	6%	-6%	0.3%
- O=C(Nc1ccc(Cl)cc1)c1csc(-c2ccccc2)n1
→ 1.1%	9.0%	i	-2.2%	27	15	-7.9%	1%	-8%	-0.3%
- CCCCn1c(=O)c(-c2ccccc2)c(O)c2ccccc21
→ 1.0%	0.9%	i	0.2%	-6	16	-3.3%	9%	-4%	0.1%
- CCOCCCNCc1ccc(OCC(=O)N2CCOCC2)c(OC)c1
→ 0.2%	0.7%	i	-1.3%	11	4	-4.0%	5%	-4%	-0.2%
- O=C(Nc1ccccc1)C1CC(O)CN1S(=O)(=O)c1ccc([N+](=O)[O-])cc1 (stereo not drawn)
→ 0.2%	0.7%	i	/	/	/	/	3%	-4%	0.2%
- COCCn1c(=NC(=O)/C=C/c2cccs2)sc2cc(NC(C)=O)ccc21
→ 1.6%	2.1%	i	6.5%	-2	-1	-7.7%	2%	-9%	0.3%
- O=C(COC(=O)c1cc(Cl)ccc1O)NCCNC(=O)COC(=O)c1cc(Cl)ccc1O
→ 0.6%	1.5%	/	/	/	/	/	4%	-2%	0.1%
- CCN(CC)S(=O)(=O)c1cccc(NC(=O)COC(=O)c2cc(=O)c3ccccc3o2)c1
→ -0.1%	3.2%	i	1.8%	17	2	-4.6%	-3%	-2%	0.1%
- COc1ccc(/C=N/NC(=O)c2ccc3ccccc3c2)cc1OS(=O)(=O)c1ccc(NC(C)=O)cc1
→ 0.6%	1.4%	i	-1.5%	0	-2	-3.7%	0%	-1%	2.3%
- CCCN1CCC(NC(=S)Nc2cccc(Cl)c2Cl)CC1
→ 1.8%	0.0%	i	0.0%	-13	19	-4.7%	2%	-19%	-0.7%
- Cc1cccc2nc3ccccc3nc12
→ 0.0%	2.1%	i	-0.4%	1	23	1.1%	10%	-1%	0.7%
- CCOc1ccc(S(=O)(=O)Nc2ccc(C(=O)NCC(C)(C)N3CCOCC3)cc2)cc1
→ 1.0%[50 µM]	-2.2%	/	/	/	/	/	13%	0%	/
- CC(C)Oc1ccc(C(=O)CCN2CCCCC2)cc1
→ 0.3%	1.7%	i	-2.4%	3	6	-5.3%	-2%	-3%	-0.4%
- Cc1cc(C(=O)CN2C(=O)NC3(CCCc4ccccc43)C2=O)c(C)n1Cc1cccs1 (stereo not drawn)
→ 1.1%	7.4%	i	1.2%	13	-9	-1.7%	4%	-1%	-0.2%
- CN(CC(=O)Nc1cccc(F)c1)C(=O)/C=C/c1cc(Br)ccc1OC(F)F
→ -0.1%[50 µM]	2.5%	/	/	/	/	/	27%	-1%	/
- CCOC(=O)c1cccc(NC(=O)Nc2ccc3c(c2)C(=O)OC3)c1
→ /	1.0%	i	/	/	/	/	11%	/	0.0%
- COc1ccc(C(=O)NC(=S)Nc2ccc(NC(=O)c3ccco3)cc2)cc1[N+](=O)[O-]
→ -0.2%	1.8%	i	17%	2	-30	-5.0%	17%	0%	-0.9%
- O=C(C1CCCO1)N1CCC(c2nc3ccccc3[nH]2)CC1 (stereo not drawn)
→ 0.6%	1.3%	i	-2.2%	-16	-30	-5.9%	13%	-1%	0.1%
- COc1ccc(NC(C)=[N+](C)CCNS(=O)(=O)c2ccc(Cl)cc2)cc1
→ 0.2%[50 µM]	-0.6%	/	/	/	/	/	13%	-7%	-0.4%
- O=C(NC1CCCCCC1)c1cccs1
→ 0.7%	-0.9%	i	-4.2%	5	-7	-10%	4%	-6%	-1.2%
- COc1ccc(S(=O)(=O)N(C)CC(=O)NC2CCCC2)cc1Cl
→ 0.5%	1.5%	i	/	2	9	-5.6%	-3%	/	-0.1%
- O=C(COc1ccc(S(=O)(=O)N2CCCCC2)cc1)NCc1cccnc1
→ 7.3%	-0.7%	i	-1.0%	10	16	-2.0%	9%	2%	0.3%
- Cc1cc(/C=C(\C#N)C(=O)O)c(C)n1CC(C)C
→ 0.0%	8.7%	i	-0.3%	-16	18	-4.6%	19%	1%	-0.8%
